bCat nuc transl: beta-catenin nuclear translocation modulation; HeLa beta-catenin nuclear translocation, immunofluorescence imaging; nuclear translocation activity, % at 5 µM; hit rate 0.3% among 190,000; AID 1665;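 active means nuclear translocation activity above 50% at 5 µM, with a well cell count of 50 or more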;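 further: per-cell ratio of nuclear to cytoplasmic median beta-catenin stain intensity; plate controls were DMSO negative control for no effect and GSK-3 inhibitor IX positive control for full effect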
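Technique: fluorescence imaging of beta-catenin antibody stain plus DAPI / Material: human HeLa cell line / Incubation: compound treatment 24 h, 37°C, 5% CO2 / Read-out basis: % activation of per-cell nuclear versus cytoplasmic median beta-catenin signal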
Insulin prom up: MIN6 insulin promoter up-regulation. MIN6 insulin promoter-GFP reporter, high-content imaging; active compounds read high. z-score at 5 µM. hit rate 0.3% among 190,000. AID 1625;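 active means z-score above 3 at 5 µM with at least 500 cells counted in the well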
M1AAP inhibition: P. falciparum M1AAP inhibitors, biochemical, fluorogenic H-Leu-NHMec substrate, 1536-well (AID 1445); inhibition, % at 30 µM, or IC50 in µM where a hit was titrated; hit rate 0.42% among 220,000; recombinant M1AAP, H-Leu-NHMec fluorogenic kinetic assay; higher % means a stronger effect;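 active means primary inhibition above the hit cutoff, then over 50% inhibition at one or more dose response concentrations, cut at about 23% in these data, passing the limit was not always enough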;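 further: plate controls were DMSO full reaction for no effect and no enzyme background for full effect; strong numbers were not always called active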
MT stabilize HCS: microtubule stabilization, imaging screen. HeLa tubulin immunostaining HCS, 24 h; share of cells brighter than vehicle mean+2SD. % tubulin-high responders, % at 10 µM. hit rate 0.83% among 200,000. AID 2205;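 active means plate Z-score above 3 for both tubulin-high and condensed-nucleus cell shares, with cell loss under 80%, at 10 µM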;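 further: anti alpha tubulin signal scored within the nucleus-defined area of each cell; some results filed as inactive read as strong as hits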
M17LAP inhibition: P. falciparum M17LAP inhibitors, primary screen, biochemical, fluorogenic H-Leu-NHMec substrate, 1536-well (AID 1619). recombinant M17LAP, H-Leu-NHMec fluorogenic kinetic assay; higher % means a stronger effect. inhibition, % at 30 µM, or IC50 in µM where a hit was titrated. hit rate 0.38% among 220,000;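 active means compound inhibiting the enzyme by more than half at any dose during confirmatory dose-response retesting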;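 further: plate controls were full reaction with DMSO carrier for no effect and no enzyme background for full effect; strong numbers were not always called active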
Dynein cargo inh: blocks dynein driven cargo transport along microtubules; 3617.4 mouse cells, GR-EGFP nuclear translocation imaging; test concentration mostly 20 µM; stimulated with dexamethasone, 1 µM; active compounds read low; z-score, hits read low; hit rate 0.47% among 220,000; AID 1381;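 active means plate z-score of nuclear minus cytoplasmic receptor signal below a set negative limit, without overly bright fluorescence or cell loss, cut at about -3.5 in these data, passing the limit was not always enough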;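 further: z-score of nuclear minus cytoplasmic ring GR-EGFP intensity difference per well; some compounds called inactive have numbers as strong as hits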
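medium = tetracycline-free induction medium containing charcoal-stripped FBS | also added = 1.0 µM final dexamethasone stimulus | schedule = 48 h induction, 1 h compound, 30 min dex at 37 °C | technique = fixed, Hoechst-stained cells imaged at 10x for EGFP | measure = GR-EGFP nuclear translocation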
CSM14.1 death rescue: protection against thapsigargin-triggered cell killing – 384-well, CSM14.1, ATP luminescence, primary screen (AID 1222); CSM14.1 thapsigargin-induced death rescue, ATP luminescence; higher % means a stronger effect; cellular ATP content (survival), % at 20 µM, or EC50 in µM where a hit was titrated; 190,000 tested, under 10 active;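 active means EC50 below 50 µM in the dose-response confirmation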;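 further: death triggered by thapsigargin at about 15 µM added after 2 h compound pretreatment; cell ATP read after overnight thapsigargin exposure of roughly 18 to 22 hours; normalized against plate controls of thapsigargin alone and 5% DMSO vehicle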
K1F lysis inhibition: protection from phage-mediated lysis, alamar blue read-out – E. coli UTI89, K1F phage, bacterial capsule biogenesis inhibitors (AID 488966); hit rate 0.02% among 340,000; inhibition, % at 100 µM; hits with a dose series show IC50 in µM; E. coli UTI89 K1F phage lysis, alamar blue, 2 h; higher % means a stronger effect;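 active means phage lysis inhibition, versus mean bacterial control, above a set limit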;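 further: capsule biogenesis inhibitors block K1F phage lysis so surviving cells raise fluorescence; higher fluorescence means more inhibition of phage lysis; actives were called in the ten point dose series up to 300 µM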
Autophagy mod: modulators of autophagy; MEF GFP-LC3 puncta imaging; test concentration mostly 10 µM; calls only at 10 µM (by protocol); hit rate 0.98% among 190,000; AID 463193;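 active means percentage of spot-positive cells more than 3 SD above its plate mean, without a fluorescence outlier flag or 80% toxicity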;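 further: spot-positive cell cutoff set from DMSO-treated cells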
Dynein cargo inh cytoplasmic EGFP: second read-out of Dynein cargo inh, no call of its own (marks repeat the call); z-score; measured here: cytoplasmic GR-EGFP intensity; active compounds read high
Dynein cargo inh nuclear GR-EGFP: recorded beside Dynein cargo inh, whose call it bears; z-score; measured here: nuclear GR-EGFP intensity;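 lower value marks the stronger effect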
Dynein cargo inh cell count: further read-out of Dynein cargo inh, marked with its call; z-score; measured here: cell count per field
Insulin prom up cell count: recorded beside Insulin prom up, whose call it bears; cell count; measured here: cytotoxicity, nuclei count;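 total cells summed across four imaged fields per well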
bCat nuc transl cell count 5 µM: also measured in bCat nuc transl; calls as there; cell count; measured here: cell count, cytotoxicity flag
MT stabilize HCS Hoechst-high %: second read-out of MT stabilize HCS, no call of its own (marks repeat the call); % Hoechst-high responders; measured here: nuclear condensation Hoechst responders;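 share of cells brighter than vehicle mean plus two SD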
MT stabilize HCS cytotoxicity %: second read-out of MT stabilize HCS, no call of its own (marks repeat the call); toxicity, %; measured here: cytotoxicity by cell density;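 0% = mean cell density of plate MIN control wells and 100% = no cells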
Autophagy mod cell loss 18 h: second read-out of Autophagy mod, no call of its own (marks repeat the call); toxicity, %; measured here: cell loss, nuclei count;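 cell loss after 18 h compound exposure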
Numbers without * were called inactive; i = inactive; nt = not tested or not shown; + = active, no number; [ ] = remark or other dose.

Each structure is followed by: bCat nuc transl | bCat nuc transl cell count 5 µM | Insulin prom up | Insulin prom up cell count | M1AAP inhibition | MT stabilize HCS | MT stabilize HCS Hoechst-high % | MT stabilize HCS cytotoxicity % | M17LAP inhibition | Dynein cargo inh | Dynein cargo inh cytoplasmic EGFP | Dynein cargo inh nuclear GR-EGFP | Dynein cargo inh cell count | CSM14.1 death rescue | K1F lysis inhibition | Autophagy mod | Autophagy mod cell loss 18 h
(1) Cc1ccc(S(=O)(=O)c2cnc(-c3ccccc3)nc2N2CCN(C)CC2)cc1
    -0.3 | 902 | 0.29 | 1517 | 4% | 1.1 | 1.9 | 0.9 | -1% | -0.18 | -0.29 | 0.026 | 0.19 | 0.1% | 0.3% | i | 11
(2) Cc1cc(=O)[nH]c(SCC(=O)NCCC2=CCCCC2)n1
    0.2 | 1095 | -0.12 | 1178 | 0% | 1.8 | 1.4 | 9.4 | 2% | -0.057 | -0.068 | -0.097 | 0.22 | -0.9% | -0.1% | i | 7
(3) O=C(CN1CCN(C(=O)C2COc3ccccc3O2)CC1)Nc1ccccc1 (stereo unspecified)
    1.1 | 1337 | 0.44 | 1473 | 12% | nt | nt | nt | 3% | 0.19 | -0.3 | -0.18 | 0.76 | nt | 0.8% | nt | nt
(4) O=C(O)CC(NC(=O)C1c2ccccc2Oc2ccccc21)c1ccc(OC2CCCC2)cc1 (stereo unspecified)
    -1.4 | 1120 | -0.25 | 994 | 13% | 1.8 | 0.8 | 3.5 | 5% | 2.3 | -0.077 | 1.5 | -1.2 | -6.5% | -0.7% | i | -21
(5) CCN1C(=O)/C(=C/N2CCc3ccccc3C2)SC1=S
    1.7 | 1299 | 0.33 | 1074 | 13% | nt | nt | nt | 15% | 0.2 | -0.011 | 0.45 | -0.47 | nt | -0.9% | nt | nt
(6) CCCCCn1cnc2c(sc3nc4c(cc32)CSC(C)(C)C4)c1=O
    0.1 | 950 | 1.7 | 2314 | 3% | 3.5 | 3.5 | 11 | -3% | -0.39 | -0.26 | -0.21 | 0.15 | -4.5% | 1.0%[50 µM] | i | -2
(7) O=C1N(c2ccccc2)C(c2ccc(Cl)cc2)N2CCCN12 (stereo unspecified)
    1.9 | 1109 | -0.65 | 1374 | -2% | 4.8 | 1.8 | 1.3 | 3% | 0.85 | -0.21 | 0.24 | -0.28 | -0.7% | -6.0% | i | 21
(8) Cc1ccccc1NC(=O)C(C)O/N=C/c1cccc([N+](=O)[O-])c1 (stereo unspecified)
    nt | nt | nt | nt | 9% | 3.1 | 2.1 | 6.9 | 9% | 1.2 | -0.13 | 1.2 | -1 | -0.5% | 2.4% | i | 3
(9) Cc1ccc(S(=O)(=O)N2CCN(C(=O)CSc3nnc(C)s3)C2)cc1
    -1.9 | 1209 | -0.25 | 996 | 1% | 3.9 | 2.6 | 4.7 | 0% | -0.1 | -0.15 | 0.076 | -0.11 | 1.3% | -1.9% | i | 2
(10) Cc1cccc(C)c1-n1nnnc1-c1cnccc1C(F)(F)F
    2.0 | 1062 | 1.6 | 1344 | 6% | nt | nt | nt | 3% | -0.38 | -0.28 | -0.4 | 0.68 | nt | 0.2% | nt | nt
(11) CC(NC(=O)Cn1nc(C(=O)O)c2ccccc2c1=O)c1ccccc1 (stereo unspecified)
    -1.2 | 1129 | nt | nt | -14% | 3.6 | 1.9 | 3.6 | -63% | -0.3 | -0.21 | -0.12 | 0.35 | -1.8% | -0.1% | i | -3
(12) O=C1CCC(=O)N1OCCCOc1ccc2c(c1)CCC2
    nt | nt | -0.5 | 1236 | 3% | 3.1 | 1.6 | 4.9 | -9% | -0.49 | -0.2 | -0.88 | 0.46 | -1.3% | 0.1% | i | -8
(13) CCOC(=O)/C(=C\c1ccccc1)C(=O)c1cc(C(C)=O)c(Nc2ccccc2)s1
    nt | nt | 0.71 | 755 | 1% | 7.1 | 3.9 | 33 | 7% | -0.35 | -0.35 | -0.0034 | 0.18 | 4.1% | 4.7% | + | 25*
(14) COC(=O)CNC(=O)COC(=O)/C=C/c1ccc(F)cc1
    -2.0 | 1095 | 0.1 | 1279 | 2% | 1.5 | 2.4 | 13 | 10% | 0.082 | -0.21 | -0.072 | 0.37 | -1.3% | -0.5% | i | 3
(15) CN(C)c1nc(SCc2ccccc2)nc(N2CCOCC2)n1
    nt | nt | nt | nt | 12% | 1.9 | 1.3 | 5.9 | -4% | 1.3 | -0.18 | 0.61 | -0.88 | -0.1% | -0.2% | i | -2
(16) CS(=O)(=O)N1CCN(c2ccc(NC(=O)CSc3ccc(Cl)cc3)cc2)CC1
    1.3 | 1219 | -1 | 1005 | -6% | 2.8 | 1.6 | 4.1 | -1% | -1.3 | -0.28 | -0.039 | 1.6 | -2.3% | 0.9% | i | -6
(17) Cc1ccc(CNC(=O)C2=CCN(S(=O)(=O)c3ccc(C)cc3)CC2)cc1
    5.1 | 554 | -0.32 | 1232 | 2% | 3.8 | 2.3 | 5.1 | 7% | -0.34 | -0.15 | 0.66 | 0.35 | -1.4% | 13% | i | -8
(18) COc1ccc(Cn2nnnc2C(CC(C)C)N2CCN(c3ccccc3)CC2)cc1 (stereo unspecified)
    -5.8 | 949 | -1.1 | 1029 | -1% | 3.2 | 2.6 | 8.1 | -13% | -0.5 | -0.32 | -0.022 | 0.33 | 0.6% | -0.1% | i | 21
(19) CCOCCCNC(=O)c1ccc(OC(C)=O)cc1
    nt | nt | -0.18 | 1221 | 4% | 14 | 19 | 98 | -3% | 0.62 | -0.25 | 0.73 | 0.1 | -1.6% | 0.5% | i | 4
(20) Cc1ccc(N=C2NC(=O)C(CC(=O)O)S2)cc1 (stereo unspecified)
    0.0 | 1450 | -0.63 | 1524 | -1% | 3.9 | 1.6 | 5.4 | 0% | 0.71 | -0.21 | 1 | 0.3 | -1.7% | 4.3% | i | 20
(21) CC(C)(C)C1CCC2(CC1)Nc1cccc3cccc(c13)N2
    1.3 | 999 | 0.05 | 765 | -1% | 2.3 | 0.7 | 8.0 | -2% | -1.3 | 1.7 | -0.21 | 0.5 | -2.8% | 0.1% | i | -3
(22) COC(=O)Cc1[nH]n(-c2nc3ccccc3s2)c(=O)c1C(C)=Nc1ccc(OC)cc1
    0.2 | 1352 | -0.02 | 976 | 3% | nt | nt | nt | -12% | -0.85 | 0.25 | -0.4 | 1 | nt | 0.2% | nt | nt
(23) Cc1ccc2oc(-c3cccc(NC(=O)C4CCCO4)c3)nc2c1 (stereo unspecified)
    1.1 | 1005 | 0.03 | 1871 | -6% | 3.4 | 2.5 | 8.0 | -3% | 0.92 | -0.095 | 0.62 | -0.0072 | -3.5% | 4.0% | i | 2
(24) COc1cc(CNCc2ccccn2)ccc1OCc1cccc(Cl)c1
    nt | nt | nt | nt | 7% | 2.9 | 1.7 | 5.4 | 14% | -0.11 | -0.21 | 0.44 | 0.43 | -2.0% | 8.8% | i | -17
(25) CCN(CC)c1ccc(C=Nc2cc(C)ccc2C)c(O)c1
    -0.5 | 543 | 0.08 | 1167 | 11% | 2.5 | 5.1 | 6.8 | 15% | -0.078 | -0.23 | -0.12 | 0.62 | -1.5% | 4.0% | i | 0
(26) O=C(Nc1scc(-c2ccc(F)cc2)c1C(=O)O)c1ccco1
    -5.2 | 1086 | nt | nt | 6% | 3.9 | 1.8 | 12 | 25% | -0.089 | -0.29 | -0.16 | 0.5 | 1.6% | -0.6% | i | 3
(27) Cc1ccc(NC(=S)NC(=O)c2c(-c3ccccc3Cl)noc2C)cc1
    0.1 | 1386 | -0.25 | 1503 | 6% | 1.3 | 2.0 | 11 | 0% | 0.21 | -0.19 | -0.086 | -0.017 | -1.4% | -0.2% | i | -5
(28) COc1cc(/C=N\NC(=O)c2ccc(=O)[nH]n2)cc(OC)c1OC
    0.6 | 1301 | -0.2 | 1714 | 5% | 1.2 | 2.5 | 9.3 | 10% | 0.0065 | 0.35 | -0.16 | 0.087 | -0.4% | 0.8% | i | 29
(29) CCOc1ccc(C(=O)C[n+]2ccc(C(=O)NCc3ccccc3)cc2)cc1
    -0.4 | 1447 | -0.22 | 1494 | 1% | 1.3 | 2.5 | 14 | -20% | 1.6 | -0.22 | 0.38 | -0.29 | -3.0% | -1.3% | i | 7
(30) CC1CC(C)(C)N(C(=O)NC2CCCCC2)c2ccccc21 (stereo unspecified)
    -2.6 | 1183 | 0.37 | 1216 | -1% | 2.3 | 2.2 | 0.0 | -8% | 0.82 | -0.19 | 0.43 | 0.16 | 1.6% | 0.1% | i | 8
(31) COC(=O)c1ccc(NC(=O)CSc2nnc(COc3ccc4c(c3)CCCC4)o2)cc1
    5.0 | 1334 | -0.02 | 1321 | 5% | 3.3 | 1.9 | 5.0 | 13% | -0.39 | -0.21 | -0.081 | 0.58 | -1.6% | 0.3% | i | 2

Compound activity deposited in PubChem by several laboratories.
